Bioassay records from PubChem.
FBW7 act = human FBW7 E3 ligase activation, primary screen; Q969H0; AlphaScreen FBW7–phospho-cyclin E peptide binding, activator screen; normalized activity (activation), % at 26.1 µM; 650,000 compounds, 0.13% hits; in the data active = normalized activity above about 1.9%;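 note: purified mutant Fbw7 with reduced substrate affinity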
Target sequence (Q969H0 whole entry, looked up): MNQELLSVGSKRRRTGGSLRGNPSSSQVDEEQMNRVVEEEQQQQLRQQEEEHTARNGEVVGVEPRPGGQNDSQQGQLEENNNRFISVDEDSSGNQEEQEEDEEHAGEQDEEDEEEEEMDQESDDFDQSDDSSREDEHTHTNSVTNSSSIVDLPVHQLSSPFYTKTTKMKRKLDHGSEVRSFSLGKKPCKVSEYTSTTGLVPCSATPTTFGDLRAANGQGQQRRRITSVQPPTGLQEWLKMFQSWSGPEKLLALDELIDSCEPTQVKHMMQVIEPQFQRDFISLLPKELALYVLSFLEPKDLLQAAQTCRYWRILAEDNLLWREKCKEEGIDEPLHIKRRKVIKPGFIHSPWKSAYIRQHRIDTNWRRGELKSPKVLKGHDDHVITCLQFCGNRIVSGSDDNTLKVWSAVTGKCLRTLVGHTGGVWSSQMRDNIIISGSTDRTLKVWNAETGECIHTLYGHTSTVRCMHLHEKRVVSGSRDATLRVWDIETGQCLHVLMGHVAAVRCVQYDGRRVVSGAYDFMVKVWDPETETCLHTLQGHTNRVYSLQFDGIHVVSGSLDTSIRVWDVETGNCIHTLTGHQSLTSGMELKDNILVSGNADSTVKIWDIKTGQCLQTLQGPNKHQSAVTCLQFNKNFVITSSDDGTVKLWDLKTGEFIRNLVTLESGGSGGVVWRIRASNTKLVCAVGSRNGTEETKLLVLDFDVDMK
TEAD-YAP inh = TEAD-YAP interaction inhibition; HEK-TIYL cells, TEAD-Gal4/YAP UAS-luciferase luminescence; inhibition, % at 9.12 µM; 640,000 compounds, 1.4% hits; in the data active = inhibition above about 32%;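 note: 0% = median of test compound wells and 100% = reference inhibitor wells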
MITF primary = human MITF inhibition, primary screen | AlphaScreen MITF homodimerization, bead proximity signal | O75030 | 650,000 compounds, 0.91% hits | inhibition, % at 2.6 µM; in the data active = inhibition above about 50%;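 note: 0% = vehicle wells with protein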
GPR151 activ = activators of human GPR151 | 650,000 compounds, 1% hits | activation, % at 11.2 µM | PathHunter beta-arrestin GPR151 cells, luminescence | Q8TDV0 | AID 1508602; in the data active = activation above about 4.9%;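 note: 0% = median of compound wells and 100% = cells with positive control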
* hit, by the source's call; nt = not tested or not shown. Hits appear at their usual frequency; any-hit rate near 3.4%.

molecule	FBW7 act	TEAD-YAP inh	MITF primary	GPR151 activ
O=C(O)CCC(=O)Nc1ccc(Oc2ccc(NC(=O)CCC(=O)O)cc2)cc1	0.1	0.3	-7.8	-0.6
O=C(NN1S(=O)(=O)c2ccccc2S1(=O)=O)c1ccc(OCc2ccc(F)cc2)cc1	0.2	2.7	17.6	-8.4
O=C(COC(=O)c1cccc(Br)c1)c1cccc([N+](=O)[O-])c1	0.1	2.4	-9.5	2.3
O=C(O)c1ccc([N+](=O)[O-])c2c1NC(C1CC=CCC1)C1CC=CC21 (stereo not given)	-0.1	3.0	7.0	0.2
CCN(CC)S(=O)(=O)c1ccc(C(=O)OCC(=O)c2ccc3c(c2)OCCO3)cc1	0.0	7.9	0.7	-2.4
CCN1C(=O)NC(c2ccccc2[N+](=O)[O-])C(C(=O)OCCOC)=C1C (stereo not given)	0.0	5.8	4.6	0.8
Cc1ccc(C(=O)NC(C)C(c2cccs2)N2CCCC2)s1 (stereo not given)	-0.1	-3.6	-2.1	1.0
CCCN1C(=O)c2ccccc2NC1c1ccc(Br)cc1 (stereo not given)	0.0	2.1	-7.9	-0.7
Cc1cc2c(c(=O)n1CCN(C)C)C(c1ccccc1F)C(C#N)=C(N)O2 (stereo not given)	0.3	16.8	16.6	0.0
CCCCCCOC(=O)Nc1cc(OC)ccc1[N+](=O)[O-]	0.6	6.1	3.1	0.2
O=[N+]([O-])c1cccc(S(=O)(=O)c2ccc(N3CCOCC3)c([N+](=O)[O-])c2)c1	0.0	-3.5	6.1	-0.4
Cc1c(Cl)cccc1S(=O)(=O)N1CCC(C(=O)NNC(=O)C2CC2)CC1	0.0	-7.7	-5.8	-0.1
CC1=NN(c2ccc(C(F)(F)F)cc2[N+](=O)[O-])C(=O)C1	0.1	8.1	8.4	-2.0
COc1ccccc1C1CC(=O)NC(SCC(=O)Nc2cccc(Cl)c2C)=C1C#N (stereo not given)	-0.1	-7.4	-9.3	1.3
O=C(CCC1COc2ccccc2O1)Nc1ccc(Br)cc1 (stereo not given)	-0.1	-14.6	-8.2	0.2
COCCN1C(=O)CC(CC(=O)N2CCCC2c2nccs2)(c2ccccc2F)C1=O (stereo not given)	0.0	1.1	0.2	0.1
c1cnc(N2CCC(Oc3ccc(-c4ccsc4)cc3)CC2)nc1	0.7	-21.4	20.6	1.2
CC(C)CN1CC[C@H]2[C@H](CCC(=O)N2Cc2cccc(C(F)(F)F)c2)C1	0.2	-10.6	1.1	-1.4
CC(C)CCC1(C2CCN(Cc3cnn(C)c3)CC2)NC(=O)NC1=O (stereo not given)	-0.1	-6.2	-14.2	-0.4
CCOc1ccc(S(=O)(=O)N(CC(=O)NCc2ccccc2OC)c2ccccc2)cc1	0.0	8.4	5.6	-1.0
CCOCCOC(=O)C1=C(C)NC(=O)CC1c1ccc([N+](=O)[O-])cc1 (stereo not given)	0.1	-3.5	2.4	-0.3
COc1ccc(CN2CCN(C3CCCCC3)C(CCO)C2)c(OC)c1C (stereo not given)	0.0	1.7	4.0	-0.2
COc1ccc(Nc2nc(N3CCN(c4ccc(F)cc4)CC3)nc3c2cnn3C)cc1	-1.0	5.6	7.2	2.6
COc1cc2nc(Cl)nc(NCCOc3ccccc3)c2cc1OC	0.0	6.5	5.3	-1.8
CC(C)(C)C(=O)NCC1Cc2cc(F)cc(-c3cnccn3)c2O1 (stereo not given)	0.0	-8.8	1.3	0.6
C[C@H](O)[C@H]1NC(=O)[C@H]2CN(Cc3ccc(CN4CCCCC4)s3)CCN2C1=O	1.1	-15.8	5.0	0.1
O=C(Nn1c(Cc2cccs2)nc2ccccc2c1=O)c1ccccc1F	0.4	7.9	4.5	0.8
c1ccc(CN2CCC(Nc3nc(-c4csc5ccccc45)nc4c3ncn4-c3ccccc3)CC2)cc1	0.0	-1.1	13.6	1.0
Cc1ccc(S(=O)(=O)N(CC(=O)NC(C)C)c2ccc(C)c(Cl)c2)cc1	0.1	4.3	6.2	2.2
O=C1Cc2cc(CCN3CCN(c4nsc5ccccc45)CC3)c(Cl)cc2N1	-0.2	nt	3.8	2.0
CN(C)S(=O)(=O)c1cccc(NC(=S)Nc2ccccc2C#N)c1	-0.2	87.4*	-3.0	0.6
O=C(CCN1C(=O)c2cccc([N+](=O)[O-])c2C1=O)Nc1ccccc1	-0.1	-6.2	5.4	-1.2
Cc1ccc(OCCNC(=O)C2CC(=O)N(c3ccc(C)cc3)C2)cc1 (stereo not given)	0.6	0.5	6.7	-0.7
O=C(NCCc1ccccc1)C(=O)N/N=C/c1ccccc1F	1.0	3.4	-13.7	3.4
CC1CCCCC1NC(=O)COC(=O)c1ccccn1 (stereo not given)	-0.5	5.2	7.7	-0.2
Cc1ccc(-n2nc3cc(C)c(NC(=O)COc4ccc(Cl)cc4Cl)cc3n2)cc1	0.0	5.5	-0.4	1.6
O=C(O)C1CSC(c2cccc(OCc3cccc4ccccc34)c2)N1 (stereo not given)	0.2	-44.4	-4.9	-0.4
O=C(Nc1ccccc1)C1CC12CCN(C(=O)C1CC=CCC1)CC2 (stereo not given)	0.0	4.3	-6.2	3.3
COc1cccc(N2C(=S)N(c3ccccc3)C3CS(=O)(=O)CC32)c1 (stereo not given)	0.3	-0.9	-11.3	1.7
Cc1ccc2nc(C)c(NC(=O)c3cccs3)c(=O)n2c1	0.1	8.0	3.2	-1.3
COCCCNC(=O)CSc1nc2cc3c(cc2c(=O)n1CCCCCC(=O)NCc1ccc(OC)cc1)OCO3	0.0	-1.0	-4.3	0.8
COC(=O)C1=C(C)N(C(C)c2ccccc2)C(=O)/C1=C\c1ccc2c(c1)OCO2 (stereo not given)	-0.1	-0.8	5.6	-0.8
COc1ccc(CCNC(=O)c2cccc(-c3cccc(N)c3)c2)cc1	0.0	1.9	6.5	-0.1
COc1ccc(CNc2nc(NCc3ccc(OC)cc3)n(S(C)(=O)=O)n2)cc1	0.1	10.0	11.6	-1.3
COc1ccc(C(=O)N2CCc3cc(OC)c(OC)cc3C2COc2ccccc2OC)cc1 (stereo not given)	0.0	-7.5	9.0	-0.1
COc1ccccc1N1C(=O)c2ccc(C(=O)Oc3ccc([N+](=O)[O-])cc3)cc2C1=O	0.3	-2.4	10.8	0.2
O=c1[nH]c2ncc(-c3ccco3)nc2n1Cc1ccccn1	0.5	4.8	22.2	1.6
Cn1c(SCC(=O)Nc2cccc(F)c2)nnc1-c1ccccc1N	0.2	-18.1	19.6	0.0
CCCCCCc1c(C)c2cc(Cl)c(OCc3ccc(OC)cc3)cc2oc1=O	0.2	-3.2	20.1	-0.2
COc1ccc(NC(=O)CSC2=C(C#N)C(c3cccs3)C3=C(CCCC3=O)N2)cc1 (stereo not given)	0.5	12.8	9.6	2.2

Sorted by heavy-atom count (high to low): part of the list above.
molecule	FBW7 act	TEAD-YAP inh	MITF primary	GPR151 activ
O=C1Cc2cc(CCN3CCN(c4nsc5ccccc45)CC3)c(Cl)cc2N1	-0.2	nt	3.8	2.0
Cc1ccc(S(=O)(=O)N(CC(=O)NC(C)C)c2ccc(C)c(Cl)c2)cc1	0.1	4.3	6.2	2.2
O=C(NCCc1ccccc1)C(=O)N/N=C/c1ccccc1F	1.0	3.4	-13.7	3.4
CC1CCCCC1NC(=O)COC(=O)c1ccccn1 (stereo not given)	-0.5	5.2	7.7	-0.2

Following part.
molecule	FBW7 act	TEAD-YAP inh	MITF primary	GPR151 activ
N/C(=N/OC(=O)c1ccc2nsnc2c1)c1ncon1	0.0	10.5	-7.9	-2.8
COc1cc(-c2ccc(SC)cc2)cc(=O)c2c(C)oc(C)c12	0.0	8.4	14.0	-0.5
C=CCn1c(SCCNCCO)nnc1C1CCCCC1	0.0	5.6	30.5	-0.6
CC1CCc2c(nc3ncnn3c2N2CC(C)OC(C)C2)C1 (stereo not given)	-0.1	4.6	5.7	-0.5
O=[N+]([O-])c1cc([N+](=O)[O-])c2nonc2c1Nc1ccc(Br)cc1	-0.1	6.7	18.4	1.5
Cn1c(CCNC(=O)c2ccco2)nc2cc(NC(=O)C3CCCCC3)ccc21	0.2	-30.6	2.5	-0.4
CCCN(CCC)Cc1c(C(=O)N/N=C/C(C)=C\c2ccco2)nnn1-c1nonc1N	-0.1	16.3	2.6	0.3
CCCCSc1nnc(NC(=O)CCCl)s1	0.4	-6.5	-0.7	0.2
O=C1N[C@@H](Cc2ccccc2)C(=O)N2CCN(Cc3cccc(F)c3)C[C@H]12	-0.2	3.3	3.9	0.5
COc1ccccc1-c1cnc(N)c(NCCCO)n1	0.7	4.8	14.7	0.4
N#CC1=C2SCN(Cc3ccco3)CN2C(=O)CC1c1cccc(F)c1 (stereo not given)	-0.5	8.1	9.1	0.3
O=C(CSc1nc2ccccc2[nH]1)Nc1ccccc1-c1ccccc1	0.1	-4.1	4.1	1.3
O=C(c1cccc(-n2c(=S)[nH]c3cc(Cl)ccc3c2=O)c1)N1CCCC1	0.0	-7.9	40.5	-1.3
Cc1ccccc1Oc1nc2ccccn2c(=O)c1/C=C(\C#N)C(=O)NCCCOC(C)C	0.4	22.0	22.1	-7.1
CN=c1scc(C)n1/N=C/C1CCCCC1	-0.1	-58.9	96.6*	1.2
COc1cc(CN2CCN(Cc3ccc4nsnc4c3)CC2CCO)cc(OC)c1 (stereo not given)	-0.1	-8.3	3.2	-0.4
O=C(NCC1COc2ccccc2O1)c1ccc(NC(=O)c2ccccc2Cl)cc1 (stereo not given)	-0.2	1.8	-3.6	-0.6
O=C1N/C(=C\c2ccc(N3CCOCC3)cc2)C(=O)N1Cc1ccccc1Cl	0.0	-5.8	-12.6	0.5
COc1ccccc1C(=O)COC(=O)C(C)(C)CCl	0.9	-0.2	11.0	0.6
CC(=O)Nc1ccc(Br)c(C)c1C	0.0	-0.9	-5.0	2.1
CCOC(=O)C1=C(C)N=c2s/c(=C\c3ccc(-c4ccc([N+](=O)[O-])cc4Br)o3)c(=O)n2C1c1cccs1 (stereo not given)	-0.4	-9.1	8.8	0.7
Nc1ccc(Cl)cc1C(=O)OCC(=O)NC1CCS(=O)(=O)C1 (stereo not given)	0.4	0.9	8.1	-1.6
COc1ccc2oc(=O)c(C(=O)N(C)c3ccc(S(N)(=O)=O)cc3)cc2c1	0.5	2.1	12.1	-0.8
CC1Oc2ccccc2N(CC(=O)N2CCCC2)C1=O (stereo not given)	-0.1	-3.3	-1.0	-0.6
C=CCN(CP(=O)(OCC)OCC)C(=O)c1ccccc1	0.0	-5.0	7.7	-0.2
CCOc1ccccc1CNc1ccc(N2CCOCC2)c(C(=O)O)c1	-0.1	-0.7	-7.8	1.6
CCC1(C2CCN(C(=O)CC3=CCCCC3)CC2)NC(=O)N(Cc2ccccn2)C1=O (stereo not given)	-0.1	-0.6	-0.3	0.3
CCSc1nnc(Nc2ccccc2)s1	-0.1	-52.6	7.6	-2.0
COC(=O)c1c(N)oc2c(-c3ccc(F)cc3)c3c(C(=O)OC)c(N)oc3cc12	0.1	-26.8	6.2	0.7
O=S(=O)(Nc1ccc(Br)cc1F)c1cnc[nH]1	-0.1	-2.2	9.7	-0.4
CS(=O)(=O)c1ccc2nc(NC(=O)CS(=O)(=O)Cc3ccccc3)sc2c1	0.4	-9.1	-15.0	0.1
O=C(CC1(C(F)(F)F)OCCO1)Nc1ccc2c(c1)OCO2	0.2	-2.1	-1.0	-1.0
COc1ccc(C2=NN3C(C2)c2ccccc2OC32CCCC2)cc1 (stereo not given)	0.2	-59.4	-9.5	-1.3
c1ccc(-c2nnnn2-c2cccc3ccccc23)cc1	0.1	9.4	8.7	-0.5
NCCCC[C@@H]1NC(=O)[C@@H]2C[C@H](NC(=O)c3cccc(Cl)c3)CN2C1=O	0.0	5.0	0.0	-0.4
O=C(Cn1cnc2c(nnn2-c2ccc(F)cc2)c1=O)N1CCc2ccccc21	0.0	-6.0	8.1	-0.3
COc1ccc(/C=C2\SC(=N)N(c3ccc(F)cc3)C2=O)cc1OC	-0.1	-13.1	4.8	-0.8
O=C(CCn1c2ccc(Cl)cc2c2cc(Cl)ccc21)NNC(=O)Nc1ccc(Cl)c(Cl)c1	0.1	-3.3	10.2	-1.5
CC(C)C(C)(C#N)NC(=O)c1cccnc1Oc1ccc(Cl)cc1 (stereo not given)	0.0	4.3	6.7	0.2
COc1ccc(C(=O)Nc2nnn(C)n2)cc1Cl	1.5	8.6	20.1	-0.9
Cc1ccc(-c2cnc(NCc3cc4c(cc3[N+](=O)[O-])OCO4)n2C)cc1C	0.5	-1.5	25.9	0.6
Cc1cccc(N2CCN(S(=O)(=O)c3ccc(F)c(C(=O)Nc4ccc(C(C)C)cc4)c3)CC2C)c1 (stereo not given)	0.1	2.4	6.3	1.8
COc1cccc(C(=O)c2c[nH]c3ccc(F)cc3c2=O)c1	0.0	-3.9	-2.6	0.1
COc1ccc(CNCCC2CCC(=O)N2C[C@@H]2CCCN3CCCC[C@H]23)cc1 (stereo not given in full)	-0.2	-1.2	-8.2	0.1
O=S(=O)(c1ccc(S(=O)(=O)N2CCC3(CC2)OCCO3)cc1)N1CCCC1	0.2	-2.8	6.8	-0.6
COC(=O)c1cc(S(=O)(=O)Nc2cccc(C(C)=O)c2)cn1C	0.0	11.6	-14.1	0.7
